Bim-Mcl-1 – disrupts Bim peptide binding to human Mcl-1; AID 1009; hit rate 0.1% among 190,000; Bead-based flow cytometry, Bim peptide-Mcl-1 binding; inhibition, % at 10 µM;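 note: 0% = no compound tracer wells and 100% = peptide blocker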
Target sequence (Q07820 whole entry, looked up): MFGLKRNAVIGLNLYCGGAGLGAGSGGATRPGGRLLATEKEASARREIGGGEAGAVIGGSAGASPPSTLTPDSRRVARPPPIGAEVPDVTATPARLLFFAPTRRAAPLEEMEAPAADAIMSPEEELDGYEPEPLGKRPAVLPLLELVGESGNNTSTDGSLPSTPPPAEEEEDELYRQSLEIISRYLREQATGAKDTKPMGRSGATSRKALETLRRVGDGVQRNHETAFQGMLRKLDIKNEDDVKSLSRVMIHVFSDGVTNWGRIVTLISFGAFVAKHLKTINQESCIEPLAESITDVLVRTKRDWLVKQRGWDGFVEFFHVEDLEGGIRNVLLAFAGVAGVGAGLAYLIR
Bim-Bfl-1 – inhibitors of Bim-Bfl-1 interaction, human | Q16548 | Bead-based flow cytometry, Bim-Bfl-1 binding inhibition | inhibition, % at 10 µM | hit rate 0.12% among 190,000 | AID 1008;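 note: 0% = wells without compound plus tracer and 100% = blocker peptide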
ABCB1 block – blocks JC-1 efflux by human ABCB1 transporter; P08183; CCRF-Adr cells, flow cytometry; inhibition, % at 6.6 µM; hit rate 0.067% among 190,000; in the data active = inhibition above about 40%;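 note: 0% = vehicle and 100% = reference inhibitor; higher value means more JC-1 retained so stronger ABCB1 efflux block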
ABCG2 inh – inhibitors of human ABCG2 transporter, ABCB1 counter-screen; hit rate 0.1% among 190,000; inhibition, % at 6.6 µM; IgMXP3 cells, JC-1 efflux, flow cytometry; Q9UNQ0;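 active = inhibition above 80%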;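 note: 0% = DMSO and 100% = nicardipine control wells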
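Assay system – ABCG2 IgMXP3 and barcoded ABCB1 CCRF-Adr cell mix · Input – 3 million cells/mL in well · Reagent – JC-1 fluorescent substrate · Compound – single test compound dose, 6.6 µM final · Timing – 10 min exposure at 25 °C with rotation, no wash · Detection – flow cytometry of retained JC-1 fluorescence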
RGS4-Gao reg – modulates binding of RGS4 to human Galphao; binding response (% of control), % at 10 µM; hit rate 0.33% among 220,000; P09471; AID 1415; Multiplexed bead flow cytometry; actives lie on both sides; in the data active = binding response below about 49% or above about 150%; inactive = in between;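 note: fluorescent Galphao activated with aluminum fluoride binding bead-coupled RGS4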
RGS7-Gao – human RGS7-Galphao interaction regulation. P09471. Multiplexed bead flow cytometry, RGS7-Galphao binding; actives lie on both sides. binding response (% of control), % at 10 µM. hit rate 0.35% among 220,000; in the data active = binding response below about 49% or above about 150%; inconclusive = no clear call, values can overlap the other calls; inactive = in between;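 note: fluorescent Galphao held in activated GDP-AlF4 state binding bead-coupled RGS7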
Bcl-W Bim block – human Bim-Bcl-W interaction inhibition. Q92843. bead-based flow cytometry, Bim peptide-Bcl-W binding. inhibition, % at 10 µM. hit rate 0.02% among 190,000;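 note: 0% = bound tracer without compound and 100% = peptide blocker; higher means less fluorescent Bim peptide bound to Bcl-W beads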
Target sequence (Q92843 whole entry, looked up): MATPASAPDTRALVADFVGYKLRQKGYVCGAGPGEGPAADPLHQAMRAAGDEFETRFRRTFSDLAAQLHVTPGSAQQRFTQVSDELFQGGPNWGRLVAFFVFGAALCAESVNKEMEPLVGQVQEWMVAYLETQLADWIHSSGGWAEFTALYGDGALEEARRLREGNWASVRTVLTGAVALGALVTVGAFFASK
Bim-Bcl-2 – inhibitors of Bim-Bcl-2 interaction, human. P10415. Bead-based flow cytometry, Bim peptide-Bcl-2 binding. inhibition, % at 10 µM. hit rate 0.06% among 190,000. AID 950; in the data active = inhibition above about 40%; inconclusive = no clear call, values can overlap the other calls;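 note: 0% = no compound wells with probe peptide and 100% = reference peptide inhibitor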
Target sequence (P10415 whole entry, looked up): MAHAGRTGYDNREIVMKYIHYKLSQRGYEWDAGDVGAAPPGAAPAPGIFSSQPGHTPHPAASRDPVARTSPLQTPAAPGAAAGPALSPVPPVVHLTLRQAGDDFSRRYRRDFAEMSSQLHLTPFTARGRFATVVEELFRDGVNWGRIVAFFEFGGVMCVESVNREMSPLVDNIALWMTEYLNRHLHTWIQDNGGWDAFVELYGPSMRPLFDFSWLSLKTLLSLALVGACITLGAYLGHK
Bim-Bcl-B – disrupts Bim peptide binding to human Bcl-B | hit rate 0.073% among 190,000 | bead-based flow cytometry | Q9HD36 | inhibition, % at 10 µM;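 note: 0% = tracer peptide without compound and 100% = reference inhibitor peptide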
Target sequence (Q9HD36 whole entry, looked up): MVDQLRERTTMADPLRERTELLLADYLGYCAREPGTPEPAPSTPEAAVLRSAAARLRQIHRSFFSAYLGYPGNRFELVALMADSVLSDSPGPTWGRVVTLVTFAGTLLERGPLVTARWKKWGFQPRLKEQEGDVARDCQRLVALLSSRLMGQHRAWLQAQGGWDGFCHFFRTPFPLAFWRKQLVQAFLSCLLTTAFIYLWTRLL
Bcl-XL Bim block – inhibitors of Bim-Bcl-XL interaction, human. inhibition, % at 10 µM. hit rate 0.04% among 190,000. Bim peptide-Bcl-XL binding, bead flow cytometry, fluorescence. Q07817. AID 1007
RGS8-Gao – human RGS8-Galphao interaction regulation | P09471 | multiplexed bead flow cytometry, RGS8-Galphao binding; actives lie on both sides | response (percent of control binding), % at 10 µM | hit rate 0.34% among 220,000; in the data active = response below about 60% or above about 140%; inactive = in between;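 note: Galphao activated as the GDP aluminium fluoride complex binding bead-coupled RGS8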
The depositor's hits bear a star; ? = inconclusive; nt = not tested or not shown. Cut-off read from the data, not from the text of the source, unless noted: active = inhibition above about 40%.

SMILES	Bim-Mcl-1	Bim-Bfl-1	ABCB1 block	ABCG2 inh	RGS4-Gao reg	RGS7-Gao	Bcl-W Bim block	Bim-Bcl-2	Bim-Bcl-B	Bcl-XL Bim block	RGS8-Gao
COc1cc2c(cc1OC)C(Nc1ccccc1)=NC(C)(C)C2	1	-1	0.1	9	102	102	1	1	-1	-5	104
CCCOC(=O)c1ccc(Oc2cn[nH]c2-c2ccc(OCC)cc2O)cc1	-1	3	-0.1	1	104	107	-2	4	7	0	103
COc1ccc(CC(=O)O/N=C(\N)Cc2ccc(OC)c(OC)c2)cc1	1	3	0.2	1	99	96	2	7	5	4	101
CN(CC(=O)Nc1ccc(C#N)cc1)CC(=O)Nc1ccc(N2CCOCC2)cc1	-2	-11	0.0	0	95	95	-2	-7	-7	-4	96
Cc1cc(C)n(C(=O)c2ccc(NC(=O)C3CC3)cc2)n1	1	-8	-0.8	1	97	100	0	-2	-6	-5	99
COc1cccc(-c2nc(S(=O)(=O)c3ccccc3)c(N3CCOCC3)o2)c1	-5	-4	3.3	12	103	102	-3	-6	-3	-3	97
CSc1cccc(NC(=O)/C=C/c2ccco2)c1	-3	3	-0.8	0	96	92	-2	-3	-11	-3	89
COCCn1c(SCCN2CCOCC2)nc2c1c(=O)[nH]c(=O)n2C	-1	1	0.0	0	102	109	3	-6	-15	-1	98
COc1cc(C(=O)N2CC(C)OC(C)C2)c([N+](=O)[O-])cc1OC (stereo not drawn)	0	-9	0.6	2	97	99	0	-4	-7	1	95
Cc1cc(C)nc(-n2nc(C)c3c(C(F)F)cc(C)nc32)n1	0	-2	0.5	2	104	99	0	-3	-2	0	101
CCN1CCN(CC(O)COc2ccc3c(c2)CCC3)CC1 (stereo not drawn)	0	-5	0.2	2	98	104	-4	-3	-3	-3	103
OCCNCCOc1ccccc1-c1ccccc1	0	-8	0.4	2	97	85	5	-8	-6	0	81
CCOC(=O)C1=C(CN2CCSCC2)NC(=O)NC1c1ccc2c(c1)OCO2 (stereo not drawn)	2	-8	0.5	0	104	102	-2	-1	-5	-3	103
N#C/C(=C/Nc1ccccc1)c1ccsc1	-3	-4	1.4	10	103	110	-3	-4	-2	0	104
Cc1ccc(C)c(NS(=O)(=O)c2c(C)nn(C)c2C)c1	-1	-3	0.8	3	92	92	0	-4	-1	0	98

Pulled by compound from above (2):
SMILES	Bim-Mcl-1	Bim-Bfl-1	ABCB1 block	ABCG2 inh	RGS4-Gao reg	RGS7-Gao	Bcl-W Bim block	Bim-Bcl-2	Bim-Bcl-B	Bcl-XL Bim block	RGS8-Gao
COc1cc2c(cc1OC)C(Nc1ccccc1)=NC(C)(C)C2	1	-1	0.1	9	102	102	1	1	-1	-5	104
COc1cc(C(=O)N2CC(C)OC(C)C2)c([N+](=O)[O-])cc1OC (stereo not drawn)	0	-9	0.6	2	97	99	0	-4	-7	1	95

Continuation.
SMILES	Bim-Mcl-1	Bim-Bfl-1	ABCB1 block	ABCG2 inh	RGS4-Gao reg	RGS7-Gao	Bcl-W Bim block	Bim-Bcl-2	Bim-Bcl-B	Bcl-XL Bim block	RGS8-Gao
CCOC(=O)N/N=C/C(Cl)=C/c1ccccc1	-3	-11	0.8	6	105	108	-5	-5	-5	-3	109
CCOC(=O)c1cnc2c(-c3cccc(Br)c3)cnn2c1C	-8	-14	0.0	16	105	101	-8	-8	-16	-15	104
COc1ccc(-n2c(C)cc(C(=O)CSc3nnc(-c4ccoc4C)n3C)c2C)cc1	-1	-13	0.7	2	102	105	0	-6	-7	-3	106
CCCNC(=O)COC(=O)c1ccccc1C(=O)N(C)C1CCCCC1	-2	-9	0.5	1	102	98	-3	-3	-5	-8	101
Cc1ccc([N+](=O)[O-])c2c1C(N1CCCC1)C(C)(C)O2 (stereo not drawn)	-2	-4	1.4	1	100	?	0	-5	-2	0	99
Cn1nnnc1NCc1ccc(Cl)c(Cl)c1	0	-2	0.1	0	101	105	-3	2	-3	0	101
O=C(NCc1ccccc1)C1CCCN(c2nc3ccsc3c(=O)s2)C1 (stereo not drawn)	-2	-6	1.0	27	99	?	-4	-3	-9	-6	101
Oc1ccccc1C1=NOC(O)(C(F)F)C1 (stereo not drawn)	2	-1	0.5	3	102	98	0	0	1	0	100
CCS(=O)(=O)N1Cc2ccccc2CC1C(=O)Nc1ncc(C)s1 (stereo not drawn)	0	3	2.2	9	101	?	0	-2	2	0	102
COC(=O)N/N=C(/c1ccccc1)C1CCCCC1	-3	0	-0.4	-1	101	108	0	0	-6	-3	98
O=C(Cc1ccccc1[N+](=O)[O-])NCc1ccccc1Cl	-4	-5	0.2	1	103	98	-6	-1	-5	-6	100
Fc1cccc(Cl)c1CSc1ccc(-c2ccco2)nn1	15	2	-0.2	0	103	118	2	8	-3	0	98
COC(=O)C(C)Sc1ccc2nnc(-c3cccc(F)c3)n2n1 (stereo not drawn)	-5	-4	0.3	4	100	99	-9	-9	-16	-10	100
Cc1ccc(NC(=O)C2CCN(S(=O)(=O)c3cccs3)CC2)cc1C	-2	-17	0.6	6	103	100	0	-13	-9	6	101
O=C(Nc1c(C(=O)C2CC2)oc2ccccc12)c1ccc(Cl)cc1	-6	-11	0.8	4	104	103	-3	-2	-10	-4	106

Sorted by value in Bcl-W Bim block (falling): some entries from above
smiles,Bim-Mcl-1,Bim-Bfl-1,ABCB1 block,RGS4-Gao reg,RGS7-Gao,Bcl-W Bim block,Bim-Bcl-2,Bim-Bcl-B,Bcl-XL Bim block,RGS8-Gao
COC(=O)N/N=C(/c1ccccc1)C1CCCCC1,-3,0,-0.4,101,108,0,0,-6,-3,98
CCCNC(=O)COC(=O)c1ccccc1C(=O)N(C)C1CCCCC1,-2,-9,0.5,102,98,-3,-3,-5,-8,101
O=C(NCc1ccccc1)C1CCCN(c2nc3ccsc3c(=O)s2)C1 (stereo not drawn),-2,-6,1.0,99,?,-4,-3,-9,-6,101
CCOC(=O)N/N=C/C(Cl)=C/c1ccccc1,-3,-11,0.8,105,108,-5,-5,-5,-3,109

(list continues)
SMILES	Bim-Mcl-1	Bim-Bfl-1	ABCB1 block	ABCG2 inh	RGS4-Gao reg	RGS7-Gao	Bcl-W Bim block	Bim-Bcl-2	Bim-Bcl-B	Bcl-XL Bim block	RGS8-Gao
COc1ccc(-c2cc(CNS(=O)(=O)c3ccccc3)on2)cc1	-1	-10	0.3	1	102	101	-1	-6	-1	-2	105
O=C(NCc1cccnc1)c1ccc(-c2cccc(Cl)c2Cl)o1	-1	3	0.4	4	110	112	2	-2	3	1	106
C=CCn1c(-c2ccc(=O)n(Cc3ccccc3)c2)n[nH]c1=S	-3	-4	0.7	12	100	101	0	-3	-10	-2	102
COCC(=O)N(C)C1(c2nnnn2CCOC(=O)Nc2ccc(Cl)cc2)CCCC1	-1	-9	0.6	2	104	108	0	-9	-8	-5	105
O=C(CCC(=O)OCC(=O)c1ccc([N+](=O)[O-])cc1)NC1CCCCC1	-3	-2	-0.3	2	99	96	-2	-3	-3	-3	93
COc1cc(C2C(C(=O)c3cccs3)=C(O)C(=O)N2Cc2ccco2)cc(OC)c1OC (stereo not drawn)	2	0	0.4	3	101	103	0	-1	-1	0	102
Clc1cccc(C2CCN(Cc3nc(COc4ccccc4)no3)C2)c1 (stereo not drawn)	0	-2	1.0	2	102	102	-3	-4	-4	0	99
Cc1cc(C)c(C(N)=O)c(SCC(=O)c2cc(C)c(C)cc2C)n1	-4	-10	0.4	22	100	98	-5	-6	-9	-8	103
Nc1ccccc1OCCOCCOc1ccccc1N	-2	-1	-0.4	-1	86	89	0	0	0	-1	93
O=C(COC(=O)c1cnccn1)NCc1ccccc1	0	3	-3.3	-4	99	103	1	0	0	0	101
COc1ccccc1N(CC(=O)NC(C)(C)C)C(=O)c1ccc(Cl)nc1	0	5	1.4	2	89	87	0	0	3	0	68
Cc1ccc(NC(=O)c2ccccc2-c2cc(C)no2)cc1	3	-4	0.5	9	104	108	0	-1	-2	0	103
COc1ccc(Cn2c(-c3ccc(OC)c(O)c3)nc3ccccc32)cc1O	-2	-7	3.5	3	104	97	-3	-8	-13	-4	104
CCCCC(=O)NCc1ccc2c(c1)cc(C)n2C	0	-2	-3.0	-3	94	94	0	-2	-3	0	101
COCc1cc(C)nc2sc(C(=O)Nc3nccs3)c(N)c12	4	-10	-0.3	5	98	95	1	-10	2	4	100

A few values from the list.
`Cc1ccc(C)c(NS(=O)(=O)c2c(C)nn(C)c2C)c1` – Bim-Bcl-2: -4
`Oc1ccccc1C1=NOC(O)(C(F)F)C1` (stereo not drawn) – RGS7-Gao: 98

Single records, from the list above. Values in the order: Bim-Mcl-1, Bim-Bfl-1, ABCB1 block, ABCG2 inh, RGS4-Gao reg, RGS7-Gao, Bcl-W Bim block, Bim-Bcl-2, Bim-Bcl-B, Bcl-XL Bim block, RGS8-Gao
COc1ccccc1N(CC(=O)NC(C)(C)C)C(=O)c1ccc(Cl)nc1 is listed with 0, 5, 1.4, 2, 89, 87, 0, 0, 3, 0, 68
COCc1cc(C)nc2sc(C(=O)Nc3nccs3)c(N)c12 is listed with 4, -10, -0.3, 5, 98, 95, 1, -10, 2, 4, 100
COCC(=O)N(C)C1(c2nnnn2CCOC(=O)Nc2ccc(Cl)cc2)CCCC1 is listed with -1, -9, 0.6, 2, 104, 108, 0, -9, -8, -5, 105
O=C(COC(=O)c1cnccn1)NCc1ccccc1 is listed with 0, 3, -3.3, -4, 99, 103, 1, 0, 0, 0, 101

More compounds
SMILES	Bim-Mcl-1	Bim-Bfl-1	ABCB1 block	ABCG2 inh	RGS4-Gao reg	RGS7-Gao	Bcl-W Bim block	Bim-Bcl-2	Bim-Bcl-B	Bcl-XL Bim block	RGS8-Gao
O=C1c2ccccc2S(=O)(=O)N1CC1CC(c2ccccc2)=NO1 (stereo not drawn)	2	0	0.6	4	92	93	1	5	-2	0	95
CN(C(=O)COc1ccc(Cl)cc1Cl)c1nnc(C23CC4CC(CC(C4)C2)C3)s1	-4	0	2.5	19	103	99	-5	-2	-3	-6	108
Cc1ccc(OCc2nnc(NC(=O)OCC(C)C)s2)c(C)c1	0	-13	0.6	2	100	100	2	-9	-6	-2	99
COc1ccc(CNC(=O)CN(CCC(C)C)S(=O)(=O)c2ccc3c(c2)OCCO3)cc1	-2	-1	1.8	6	108	103	-1	-3	-1	-5	112
O=C(COC(=O)Cc1ccc(Cl)cc1)Nc1ccc(OC(F)F)cc1	-2	-11	-0.4	-2	102	103	-3	-11	-8	-4	102
COc1ccccc1/C=C(/C(=O)OCC(=O)Nc1ccc(N(C)C)cc1)c1ccccc1	-3	-4	nt	6	100	100	0	-5	-9	-5	103
Nc1nnnn1/N=C/c1ccc(O)cc1	-2	-1	0.1	1	99	96	-3	0	-3	-2	102
Brc1c(CSc2nncc3ccccc23)nc2ccccn12	0	-1	3.0	8	98	?	1	0	-3	0	101
O=C(NC1CC2CCC(C1)N2Cc1nnnn1Cc1ccco1)NC12CC3CC(CC(C3)C1)C2 (stereo not drawn)	-1	-15	1.4	11	100	100	0	-11	-8	-4	102
CCN1CCN(c2ccc(NC(=O)c3cccnc3)cc2Cl)CC1	-3	-2	0.9	5	93	95	0	0	5	-2	101
